Hep lipid drop = hepatic lipid droplet formation modulation; AML12 mouse hepatocytes, oleate lipid droplets, BODIPY imaging; AID 1656; inhibition, % at 6.5 µM; actives 0.4% (n = 240,000);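 active = lipid droplet intensity inhibited by at least 50%, with more than 500 cells counted; inconclusive = wells with under 300 cells, treated as cytotoxic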
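Material: mouse AML12 hepatocyte cell line, fixed after treatment; Timing: compound with oleate, overnight; Technique: high-content imaging of BODIPY-stained droplets and DAPI nuclei; Probe or stimulus: oleate, 100 µM final; Dosing: compound at 6.5 µM only.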
MT stabilizer = microtubule stabilization, imaging screen | HeLa tubulin immunostaining HCS, 24 h; share of cells brighter than vehicle mean+2SD | % tubulin-high responders, % at 10 µM | actives 0.83% (n = 200,000);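 active = plate Z-score above 3 for both tubulin-high and condensed-nucleus cell shares, with cell loss under 80%, at 10 µM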;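 note: anti alpha tubulin signal scored within the nucleus-defined area of each cell; some results filed as inactive read as strong as hits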
b-catenin transl = modulators of beta-catenin nuclear translocation | HeLa beta-catenin nuclear translocation, immunofluorescence imaging | nuclear translocation activity, % at 5 µM | actives 0.3% (n = 190,000);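 active = nuclear translocation activity above 50% at 5 µM, with a well cell count of 50 or more; inconclusive = wells under 50 cells across six images, flagged as toxic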;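 note: per-cell ratio of nuclear to cytoplasmic median beta-catenin stain intensity; plate controls were DMSO negative control for no effect and GSK-3 inhibitor IX positive control for full effect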
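Test system: HeLa cells, endogenous beta-catenin; Compound: single 5 µM dose plus 0.02–20 µM confirmation series; Times: compound exposure 24 h at 37°C; Signal: fluorescence imaging of beta-catenin antibody stain plus DAPI; Read-out: % activation, nuclear-to-cytoplasmic median beta-catenin signal ratio per cell.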
human PMI inhibition = MPI enzyme activity inhibition – biochemical, fluorescence intensity, coupled assay, primary screen (AID 1209). purified PMI enzyme, coupled fluorescence intensity; higher % means a stronger effect. actives 0.42% (n = 190,000). one-dose inhibition, % at 20 µM; IC50 in µM for titrated hits; in the data active = inhibition above about 50%;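 note: plate controls were DMSO vehicle for no effect and wells lacking substrate for full effect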
Insulin prom up = MIN6 insulin promoter up-regulation; MIN6 insulin promoter-GFP reporter, high-content imaging; stronger effect = higher value; z-score at 5 µM; actives 0.3% (n = 190,000);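 active = z-score above 3 at 5 µM with at least 500 cells counted in the well; inconclusive = wells under 500 cells, flagged as cytotoxic or low count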
Myeloid diff 2 = compounds promoting myeloid differentiation. calls only at 10 µM. actives 1% (n = 360,000). ER-HoxA9 myeloid progenitors, lysozyme-GFP differentiation, flow cytometry;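 active = normalized GFP-positive differentiation at or above the plate's own cutoff, the solvent-only control mean plus 3 SD; inconclusive = no clear call, values can overlap the other calls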;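 note: cells exposed to compound for four days before flow analysis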
Dynein cargo inh = dynein cargo transport inhibition; 3617.4 mouse cells, GR-EGFP nuclear translocation imaging; test concentration mostly 20 µM; stimulated with dexamethasone, 1 µM; stronger effect = lower value; z-score, hits read low; actives 0.47% (n = 220,000); AID 1381;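 active = plate z-score of nuclear minus cytoplasmic receptor signal below a set negative limit, without overly bright fluorescence or cell loss, cut at about -3.5 in these data, passing the limit was not always enough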;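 note: z-score of nuclear minus cytoplasmic ring GR-EGFP intensity difference per well; some compounds called inactive have numbers as strong as hits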
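Buffer or medium: tet-free medium with charcoal-stripped serum / Also added: dexamethasone agonist, 1.0 µM final, for 30 min / Timing: induction 48 h, compound 1 h, agonist 30 min / Measured by: high-content fluorescence imaging after fixation / Read-out: nuclear-to-cytoplasmic GR-EGFP distribution per well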
TNAP activators = human TNAP enzyme activators, primary screen, biochemical, luminescent, no phosphate acceptor, uHTS (AID 1001) | purified TNAP, luminescent activation assay, no phosphate acceptor; higher activation fold means a stronger effect | one-dose activation fold at 20 µM; EC50 in µM for titrated hits | actives 0.03% (n = 200,000); in the data active = activation fold from about 3, or a potency from the dose series; inactive = the rest, 99 in 100 with activation fold below about 1.6; note: many of its hits are not listed in these tables
T cell modulator = T cell immune modulation candidate. AID 2052. actives 0.068% (n = 330,000). 2C CD8+ T cell-vesicle binding, flow cytometry; stronger effect = lower value. calls only at 7 µM;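 active = response, share of CD8 T cells binding vesicles, and their 90th percentile fluorescence all below set limits, cut at about 80% in these data, passing the limit was not always enough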
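System: murine 2C transgenic CD8+ T lymphocytes; also added: QL9-loaded Drosophila micro-vesicles; times: binding 1.5 h at 37 °C; measured by: flow cytometry, PE anti-B7-1 (FL2) versus Alexa647 anti-CD8 (FL8), PFA-fixed; control set: Peptide-free naked vesicles (low) and QL9 vesicles with 0.7% DMSO vehicle (high)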
Dynein cargo inh cytoplasmic EGFP = second read-out of Dynein cargo inh, no call of its own (marks repeat the call); z-score; measured here: cytoplasmic GR-EGFP intensity; stronger effect = higher value
Dynein cargo inh nuclear GR-EGFP = further read-out of Dynein cargo inh, marked with its call; z-score; measured here: nuclear GR-EGFP intensity;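 lower value marks the stronger effect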
Dynein cargo inh cell count = further read-out of Dynein cargo inh, marked with its call; z-score; measured here: cell count per field
Insulin prom up cell count = second read-out of Insulin prom up, no call of its own (marks repeat the call); cell count; measured here: cytotoxicity, nuclei count;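 total cells summed across four imaged fields per well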
Hep lipid drop cells 6.5 µM = also measured in Hep lipid drop; calls as there; cell count; measured here: cell count, cytotoxicity flag;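 cells counted across two imaged fields per well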
b-catenin transl cell count 5 µM = second read-out of b-catenin transl, no call of its own (marks repeat the call); cell count; measured here: cell count, cytotoxicity flag
T cell modulator vesicle-bound % = also measured in T cell modulator; calls as there; double positive events, %; measured here: CD8+ vesicle-bound cell fraction;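 binding gate set so that unloaded-vesicle control wells show 10% double positive cells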
MT stabilizer Hoechst-high % = second read-out of MT stabilizer, no call of its own (marks repeat the call); % Hoechst-high responders; measured here: nuclear condensation Hoechst responders;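 share of cells brighter than vehicle mean plus two SD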
MT stabilizer cytotoxicity % = further read-out of MT stabilizer, marked with its call; toxicity, %; measured here: cytotoxicity by cell density;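 0% = mean cell density of plate MIN control wells and 100% = no cells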
Myeloid diff 2 GFP+ MAC1+ % = further read-out of Myeloid diff 2, marked with its call; GFP+ MAC1+ double positive, %; measured here: differentiation confirmed by MAC1 staining
* = called active by the depositor; i = inactive; ? = inconclusive; · = not tested or not shown. No enrichment for hits; 3% or so of the library scored in one or more.

SMILES	Hep lipid drop	Hep lipid drop cells 6.5 µM	MT stabilizer	MT stabilizer Hoechst-high %	MT stabilizer cytotoxicity %	b-catenin transl	b-catenin transl cell count 5 µM	human PMI inhibition	Insulin prom up	Insulin prom up cell count	Myeloid diff 2	Myeloid diff 2 GFP+ MAC1+ %	Dynein cargo inh	Dynein cargo inh cytoplasmic EGFP	Dynein cargo inh nuclear GR-EGFP	Dynein cargo inh cell count	TNAP activators	T cell modulator	T cell modulator vesicle-bound %
c1coc(-c2nnc3n2C2(CCCC2)Cc2ccccc2-3)c1	0.6	700	3.5	1.4	6.0	1.0	1026	15.0%	0.73	1174	i	5.9	2.5	-0.277	1.08	-1.1	1.1	i	13.1
O=C(NCCN1CCOCC1)C1CCN(Cc2ccccc2O)CC1	13.5	765	2.4	1.7	5.6	-3.6	1243	6.4%	-0.76	879	i	2.2	-1.31	-0.0585	-0.406	0.192	1.1	i	11.0
O=S(=O)(Nc1ccccn1)c1cnc(Cl)c(Br)c1	6.7	600	6.7	2.6	5.8	-0.5	1045	-5.9%	0.26	1518	i	0.2	-0.497	-0.258	-0.364	0.377	1	i	2.1
N#Cc1nc(Cc2cccc3ccccc23)oc1N1CCN(c2ccccc2)CC1	·	·	1.0	2.1	11.0	·	·	2.3%	-0.02	971	i	6.6	-0.321	-0.135	-0.026	0.317	1	i	57.2
COc1ccccc1CNC(=O)c1ccoc1C	-16.5	704	4.1	2.6	0.0	0.0	1063	-5.2%	·	·	i	1.1	0.297	-0.195	0.533	0.13	1.1	i	29.4
CCCCNS(=O)(=O)c1ccc2nc(-c3cccnc3)cc(C(=O)NC3CC3)c2c1	-6.6	723	3.2	2.6	0.1	5.0	534	-1.2%	0.72	1303	i	1.4	-0.0875	-0.198	0.858	-0.471	1.1	i	37.7
CCOC(=O)c1cnc(-c2ccccc2)nc1Oc1ccccc1	·	·	1.2	1.0	2.0	1.8	1438	8.2%	-0.02	1475	i	0.9	-0.125	-0.21	-0.183	0.19	1.1	i	49.7
CC1=CC(C)C(/C=N/N=C(N)N)C(C)C1 (stereo not drawn)	-3.2	699	·	·	·	0.9	1306	·	0.55	846	i	0.8	-0.0675	-0.0632	-0.185	-0.481	·	i	10.5
Cc1ccc(-n2nc3c(SCCN4CCOCC4)nnc(C)c3c2C)cc1	-0.1	625	2.7	2.6	5.5	-4.3	587	-8.1%	-1.33	1099	i	0.9	-0.55	-0.247	-0.34	0.566	1	i	40.9
Cc1cccc(C(=O)N/N=C2/SCC(=O)N2Cc2ccccc2)c1	-32.9	662	1.7	1.9	5.0	0.9	1523	0.8%	-0.19	1406	i	1.3	0.795	-0.168	0.43	0.445	1	i	30.1
CCC(=O)Oc1c(C(=O)CC)cc2c(C)cc(=O)oc2c1C	1.4	728	1.8	1.3	12.6	-1.3	925	0.1%	0.15	1297	i	0.5	0.889	-0.189	0.665	-0.955	1.2	i	43.6
CCOC(=O)C1CCN(C(=O)CCCN2C(=O)c3ccccc3C2=O)CC1	-20.3	594	5.0	2.4	2.6	-1.1	1102	3.7%	0.12	1704	i	0.2	-0.0771	-0.189	-0.0483	1.05	1	i	7.9
O=C(/C=C/c1ccccc1[N+](=O)[O-])Nc1ccccc1	11.2	590	5.9	1.2	7.8	1.4	1039	7.3%	-0.19	1535	i	0.2	0.0845	-0.0348	-0.0762	0.218	1	i	56.4
N#CC(c1ccc(Cl)nn1)c1ccccc1Cl (stereo not drawn)	5.9	831	0.8	1.4	7.4	·	·	10.4%	·	·	i	1.3	-0.662	-0.252	-0.295	0.308	1.1	i	34.3
CC(C)n1nc(C(=O)Nc2nnc(C3CC3)s2)c2ccccc2c1=O	-18.9	713	3.1	1.3	5.4	0.0	1097	0.6%	-0.78	1214	i	0.2	0.268	-0.332	-0.0353	0.564	1.2	i	7.4
CCS(=O)(=O)NCC(c1cccnc1)N1CCN(c2ccccc2)CC1 (stereo not drawn)	-2.3	633	1.3	4.0	4.8	3.6	964	10.9%	-0.58	1810	i	1.3	-0.872	-0.157	-0.438	0.571	1	i	34.2
CCN(CC)CCOC(=O)c1cccc2c1-c1ccccc1C2O (stereo not drawn)	-10.9	712	·	·	·	-0.2	1382	·	-0.75	1479	i	0.3	0.162	-0.284	-0.334	1.05	·	i	22.7
CCCCCCC(=O)Cc1cc(OC)c(OC)cc1C=C(C(=O)OCC)C(=O)OCC	-3.3	737	3.5	1.4	7.1	·	·	18.2%	0.05	1051	·	·	-4.34*	0.809*	-1.33*	0.467*	1	·	·
COc1ccc(CSc2nc(N3CCOCC3)c3c(c2C#N)CC(C)(C)OC3)cc1	25.3	715	3.6	2.1	3.2	-1.0	1039	10.4%	·	·	i	1.9	0.111	-0.263	-0.0242	-0.719	1	i	27.3
NCc1nc(-c2ccc(Cl)cc2)no1	-6.2	771	5.3	1.2	8.4	1.5	927	-4.1%	0.63	1532	i	0.3	-0.316	-0.346	0.177	0.713	1.1	i	57.4
CC(=O)c1c(O)cc(C(C)C)n(-c2ccccc2)c1=O	·	·	5.4	3.0	6.0	-2.6	538	7.0%	-0.11	1209	i	0.5	0.112	-0.259	-0.254	-0.435	1.1	i	10.5
Cc1cccc(-c2cc3nc4c(c(N5CCC6(CC5)OCCO6)n3n2)CCCC4)c1	·	·	1.6	2.7	22.3	·	·	·	·	·	i	4.8	-0.352	-0.131	0.203	0.41	·	i	21.0
CCOCc1nnc(NC(=O)c2cc(OC)c(OC)c(OC)c2)s1	-0.2	704	3.8	2.2	3.6	-2.2	1064	16.3%	-0.04	1518	i	0.2	-0.358	-0.342	0.00526	0.934	1.1	i	31.6
CC(C)c1nc(SCC(=O)Nc2ccc(N3CCOCC3)cc2)c2ccccc2n1	9.6	755	4.2	2.3	2.0	1.0	516	-2.1%	·	·	i	0.8	1.65	-0.238	0.816	-0.566	1.1	i	5.3
O=C(NCc1ccco1)C(c1cccs1)N(C(=O)Cc1cccs1)c1ccccc1 (stereo not drawn)	·	·	2.5	2.0	2.1	1.2	1127	7.6%	-0.16	1226	i	0.9	-0.309	-0.0579	-0.00966	1.01	1.1	i	62.4
CCCC(=O)Nc1ccc(C(=O)Nc2nnc(COCC)s2)cc1	-20.0	682	1.8	1.4	8.9	0.8	524	-7.4%	·	·	i	0.8	0.565	0.00367	0.621	-0.836	1.1	i	12.9
C#CCOCCOCCOCCNc1nc(N2CCN(C(=O)[C@H](Cc3ccc(O)cc3)n3cc([C@@H](N)CC(C)C)nn3)CC2)nc(N2CCN(C(=O)[C@H](Cc3ccc(O)cc3)n3cc([C@@H](N)CC(C)C)nn3)CC2)n1	-0.6	747	1.7	1.6	7.5	-1.2	1090	-11.8%	0.54	1425	·	·	0.608	-0.259	0.596	-0.963	1.3	·	·
CCCCNC(=O)CN(c1cccc(Br)c1)S(C)(=O)=O	5.1	754	2.8	1.1	1.1	-0.7	580	1.5%	·	·	i	1.4	-0.694	-0.0903	-0.0356	-1.24	1.1	i	28.7
CN(C)CCCN(C(=O)c1ccc(Br)s1)c1nc2cc3c(cc2s1)OCO3	-27.9	668	4.1	2.0	8.8	-0.8	1059	-10.8%	-0.95	1083	i	0.3	5.42	3.14	3.7	-3.55	1	i	38.6
COc1ccc(OC)c(C2C(C(=O)O)c3ccccc3C(=O)N2C)c1 (stereo not drawn)	·	·	3.3	2.0	12.4	3.7	1370	2.2%	0.66	1225	i	1.9	-1.75	-0.343	-0.951	1.31	1.1	i	49.9
COC(=O)c1ccc(C)c(NC(=O)CN(c2ccc3c(c2)OCO3)S(C)(=O)=O)c1	12.6	687	2.9	0.1	7.7	-5.6	1152	9.5%	0.27	1244	i	0.6	0.0259	-0.252	0.104	-0.992	1	i	53.9
OCCNc1nc(N2CCOCC2)nc(N2CCOCC2)n1	10.7	673	3.5	1.5	5.2	-0.7	1102	-1.8%	0.63	1471	i	0.5	0.109	-0.345	0.387	0.965	1	i	10.5
CCOc1cc(S(=O)(=O)n2ccnc2)ccc1Br	-4.4	668	4.5	3.4	7.4	-0.5	735	-2.1%	0.48	1576	i	0.2	0.102	-0.248	0.485	-0.039	1	i	58.9
Cc1cccc(C)c1NC(=S)NCCc1ccc(O)c(O)c1	3.1	690	3.7	3.8	7.1	2.3	982	48.2%	0.04	1610	?	·	-0.624	-0.198	-0.448	0.0572	0.4	i	31.7
c1ccc2c(c1)nnn2Cc1nnc2sc(-c3ccncc3)nn12	·	·	4.1	2.7	13.3	-1.6	1036	12.9%	0.12	1534	i	3.6	1.59	0.0795	1.84	-2.83	1.1	i	8.6
